Assay outcomes as filed in PubChem BioAssay.
N370S GC mod – qHTS Assay for Inhibitors and Activators of N370S glucocerebrosidase as a Potential Chaperone Treatment of Gaucher Disease; Lysosomal acid glucosylceramidase (Homo sapiens), P04062; N370S GC spleen homogenate, 4MU-glucoside fluorescence; Potency, µM (titrated, usually from 59.4 µM), without a hit: at the top dose activity change, negative = inhibition, hits mostly inhibitors; actives 0.092% (n = 330,000); AID 2101, 2009;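 also: 0% = full enzyme activity and -100% = no enzyme basal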
TDP1 inh – qHTS Assay for Inhibitors of Tyrosyl-DNA Phosphodiesterase (TDP1); recombinant TDP1, AlphaScreen DNA substrate cleavage; Potency, µM (series often up to 130 µM), inactives show top-dose activity change, negative = inhibition, usual class: inhibitors; actives 0.28% (n = 350,000); AID 485290, 2010; also: nearly all actives have a fitted effect of over 40% in size
Target sequence (Q9NUW8 whole entry, looked up): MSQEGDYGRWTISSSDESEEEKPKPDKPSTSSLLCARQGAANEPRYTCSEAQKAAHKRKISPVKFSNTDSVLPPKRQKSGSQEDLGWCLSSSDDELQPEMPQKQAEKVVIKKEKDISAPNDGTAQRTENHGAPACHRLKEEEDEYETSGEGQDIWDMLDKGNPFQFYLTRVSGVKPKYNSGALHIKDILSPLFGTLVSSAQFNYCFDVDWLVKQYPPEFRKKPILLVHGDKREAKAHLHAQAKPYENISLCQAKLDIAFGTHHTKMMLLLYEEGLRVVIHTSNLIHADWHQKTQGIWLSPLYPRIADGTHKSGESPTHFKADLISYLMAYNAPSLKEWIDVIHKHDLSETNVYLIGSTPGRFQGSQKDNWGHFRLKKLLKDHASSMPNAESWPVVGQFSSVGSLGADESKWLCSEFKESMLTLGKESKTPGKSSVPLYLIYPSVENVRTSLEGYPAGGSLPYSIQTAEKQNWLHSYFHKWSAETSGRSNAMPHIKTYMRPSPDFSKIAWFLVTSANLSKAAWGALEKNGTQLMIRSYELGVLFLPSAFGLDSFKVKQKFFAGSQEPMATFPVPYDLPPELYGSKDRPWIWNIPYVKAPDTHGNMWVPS
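Tdp1 1 nM final; 15 min RT w/ cpd; substrate 15 nM, 5 min; beads 10 ug/ml, 10 min; AlphaScreen read. Neg ctrl: no enzyme.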
FEN1 inhibitor – qHTS Assay for the Inhibitors of Human Flap endonuclease 1 (FEN1); Recombinant FEN1 flap cleavage, fluorescence, 15 min; P39748; Potency, µM (top dose mostly 114 µM), inactives show top-dose activity change, negative = inhibition, hits mostly inhibitors; AID 588795, 2011; actives 0.35% (n = 390,000); also: nearly all actives have a fitted effect of over 65% in size
Target sequence (P39748 whole entry, looked up): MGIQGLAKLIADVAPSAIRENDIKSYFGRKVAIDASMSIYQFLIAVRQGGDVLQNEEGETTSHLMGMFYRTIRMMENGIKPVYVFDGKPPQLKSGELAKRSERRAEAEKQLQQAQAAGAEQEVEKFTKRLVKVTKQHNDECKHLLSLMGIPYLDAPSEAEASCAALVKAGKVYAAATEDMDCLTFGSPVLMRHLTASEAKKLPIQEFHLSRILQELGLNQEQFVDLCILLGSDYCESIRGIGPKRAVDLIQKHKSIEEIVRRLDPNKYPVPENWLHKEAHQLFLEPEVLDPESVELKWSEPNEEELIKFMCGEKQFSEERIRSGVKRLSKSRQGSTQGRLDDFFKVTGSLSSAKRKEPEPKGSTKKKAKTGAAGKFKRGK
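Recombinant FEN1 (10 nM) was preincubated with pin-transferred compounds for 15 min at room temperature, then flap DNA substrate (50 nM final) was added. Plates were read at 0 and 15 min, and normalized concentration–response data were fitted to a four-parameter Hill equation.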
* = called active by the depositor; u = inconclusive; x = no result given; & = joins results of further samples; [ ] = remark or other dose. Calls follow the shape of the dose curve; as a rule, active = well fitted curve in the direction sought with a large enough effect; inconclusive = small, poorly fitted or top-dose-only effect, or another doubt; inactive = no such curve, though single readings can be large; an effect the other way counts as inactive or inconclusive. Unless noted, % is scaled to controls: 0 for no effect and ±100 for the full control effect; potency is read from the fitted curve at half-maximal effect.

The first 4 compounds, ahead of the listing:
Results follow in this order: N370S GC mod	TDP1 inh	FEN1 inhibitor
COc1ccccc1/C=N/OC(=O)c1ccc(F)cc1
  -8%	x	-9%
CCOC(=O)c1c(NC(=O)c2cccs2)sc(C(=O)N(C)C)c1C
  x	0%	-12%
CCC(C)NC(=O)c1cc(-c2ccccc2O)on1 (configuration not stated)
  3%	1%	2%
O=C(CCC(=O)c1cccs1)OCc1nnc(-c2ccccc2)o1
  0%	5%	5%

All compounds of this part, from the first entry:
Results follow in this order: N370S GC mod	TDP1 inh	FEN1 inhibitor
COc1ccccc1/C=N/OC(=O)c1ccc(F)cc1
  -8%	x	-9%
CCOC(=O)c1c(NC(=O)c2cccs2)sc(C(=O)N(C)C)c1C
  x	0%	-12%
CCC(C)NC(=O)c1cc(-c2ccccc2O)on1 (configuration not stated)
  3%	1%	2%
O=C(CCC(=O)c1cccs1)OCc1nnc(-c2ccccc2)o1
  0%	5%	5%
O=C(c1ccccc1)N1CCN(S(=O)(=O)c2cccc(NS(=O)(=O)c3ccccc3)c2)CC1
  7%	3%	-1%
COc1ccc(NC2=NCCC2)cc1
  6%	2%	-7%
CCOc1ccccc1N(CC(=O)N1CCC(C)CC1)S(=O)(=O)c1ccc(C)cc1
  1%	5%	0%
Cc1ccc(CN2CCC(CO)(CC3CCCCO3)CC2)o1 (configuration not stated)
  -1%	0%	4%
Cc1ccc(NC(=O)C2C3CC4OC(=O)C2C4C3)cc1Cl (configuration not stated)
  1%	0%	28%
O=C(NC1CCN(C(=S)NCc2ccco2)CC1)C12CC3CC(CC(C3)C1)C2
  4%	3%	-6%
Cc1ccc(C(=O)/C=C/N(C)C)o1
  -13%	-3%	-8%
Cc1cccc(CC2CC(=O)N(c3nc4ccccc4s3)C2=O)c1 (configuration not stated)
  7%	6%	7%
Cc1ccc(Cn2cc(S(=O)(=O)c3cccc(Cl)c3)c(=O)c3cc(F)c(N4CCOCC4)cc32)cc1
  x	5%	10%
COC(=O)C1=C(C)N(Cc2ccccc2)[C@]23O[C@](C(=O)OC)(C(=O)N2C1c1ccccc1)C1CCOC(=O)C13 (some centres not stated)
  4%[12.8 µM]	8%[21 µM]	x
CC1=C(C(N)=O)C(c2cccc(C)c2)n2nc(-c3ccc(Cl)cc3)nc2N1 (configuration not stated)
  x	12%	8%
COc1ccc(-c2ccc(=O)n(CC(=O)Nc3ccc(OC)c(OC)c3)n2)cc1
  x	9%	-4%
COC(=O)C1(Cc2cc(-c3ccc(OC)cc3OC)no2)CCN(C(=O)OC(C)(C)C)CC1
  -9%	x	u
CCC(Oc1ccccc1)C(=O)Nc1ccc(S(=O)(=O)Nc2ncccn2)cc1 (configuration not stated)
  -6%	6%	-1%
O=C(CSc1ncccn1)NCc1ccc(Cl)cc1
  28%	-1%	-1%
CCOCCc1nnc(NC(=O)c2cc(OC)c(OC)c(OC)c2)s1
  -5%	7%	0%
O=C(NC(=S)N1CCN(c2ccccn2)CC1)c1ccco1
  1%	1%	-7%
COc1ccc(CCNC(=O)CN2CCC(C(N)=O)CC2)cc1
  -28%	2%	6%
COc1ccc(N2CC(=O)N(c3ccccc3)C2=S)cc1
  -14%	3%	7%
Cc1ccc2c(=O)cc(C(=O)Nc3sc4c(c3C(=O)NCc3ccco3)CCC4)oc2c1C
  x	-4%	0%
CCCCNC(=O)NNC(=O)c1ccco1
  18%	-1%	1%
CCc1nc(Cl)c(C#N)c2c1CSC(C)(C)C2
  6%	1%	-10%
CCC1=Nc2cc(C(=O)NCc3ccco3)ccc2Sc2ccc(C)cc21
  -1%	8%	-15%
Cc1cccc(C(=O)Nc2cccc(C(=O)OCc3cc(=O)n4c5c(sc4n3)CCCC5)c2)c1
  x	4%	2%
Cc1ccc(NC(=O)c2ccc(CSc3nnc(-c4ccncc4)n3C)cc2)cc1
  3%	-2%	0%
CCC(=O)OC1(C)C(=O)C=C2C=C(CCCNC(=O)OC(C)(C)C)OC=C2C1=O (configuration not stated)
  6%	4%	x

Further compounds follow:
Results follow in this order: N370S GC mod	TDP1 inh	FEN1 inhibitor
Cc1csc(C(=O)O)c1NC(=O)c1ccc(F)cc1
  -5%	x	-11%
CCOC(=O)C1=C(NC(=O)c2ccc(Br)o2)Nc2ccccc2N=C1
  -12%	5%	6%
O=C(CSc1nc2ccccc2c(=O)n1CCC(=O)N1CCN(c2ccccc2)CC1)NCC1CCCO1 (configuration not stated)
  3%	6%	-2%
Cc1cccc(-c2nc(CCNC(=O)c3ccccc3Br)cs2)c1
  x	2%	-5%
O=C(CCS(=O)(=O)c1ccc(Br)s1)Nc1cc(C(F)(F)F)cc(C(F)(F)F)c1
  x	-11%	u
O=C(c1cccs1)N(Cc1ccco1)c1nc(-c2ccc(F)cc2)cs1
  8%	5%	-19%
CCC(Oc1ccccc1)C(=O)NC1CCCCCC1 (configuration not stated)
  8%	1%	19%
CN(Cc1ccccc1)c1oc(-c2ccco2)nc1C#N
  18%	8%	7%
CCc1nnc(NC(=O)CCc2c[nH]c3ccccc23)s1
  -3%	3%	-9%
Cc1ccc(C(C(=O)NC2CCCCC2)N(Cc2cccnc2)C(=O)C2COc3ccccc3O2)o1 (configuration not stated)
  u	3%	-7%
Cc1cnc(NC(=O)c2sc3ccccc3c2Cl)s1
  11%	5%	1%
Cc1cccc(-c2nc(SCCCOc3cc(C)c(Cl)c(C)c3)n3[nH]c(=O)cc3n2)c1
  x	5%	-5%
Cc1ccc(/C=C/C(=O)Nc2ccc([N+](=O)[O-])cc2)o1
  11%	-1%	0%
O=C(N/N=C/c1c[nH]c2ccc(Br)cc12)c1ccccn1
  -9%	6%	-18%
Cn1c(=O)oc2cc(S(=O)(=O)Nc3cccc(C(=O)O)c3)ccc21
  -9%	4%	10%
C=CCn1c(-c2cc(-c3ccc(C)cc3)nc3ccccc23)n[nH]c1=S
  -1%	6%	6%
O=S(=O)(Nc1nc2ccc(Cl)cc2s1)c1cccs1
  -2%	0%	2%
CC(C)c1nnc(SCc2ccc(CSc3nnc(C(C)C)n3N)cc2)n1N
  -4%	1%	-6%
Cn1nc(-c2ccc(Cl)cc2)c2cc(C(=O)NCC3CCCO3)sc21 (configuration not stated)
  5%	1%	u
O=C(NC1CC(=O)N(c2cccc(F)c2)C1)c1ccc(S(=O)(=O)N2CCOCC2)cc1 (configuration not stated)
  x	-3%	0%
CC(C)c1ccc(NC(=O)c2cc([N+](=O)[O-])ccc2N2CCOCC2)cc1
  -2%	4%	4%
C=CCN1C(=O)c2ccc(C(=O)N(C)CC(=O)Nc3cccc(F)c3)cc2C1=O
  -5%	2%	0%
CC(C)Cn1nnnc1S(=O)(=O)CC#N
  -1%	8%	x
COc1ccc(Cn2cc(C(=O)c3ccc(C)c(C)c3)c(=O)c3ccccc32)cc1
  x	1%	-7%
Clc1nc2ccccc2nc1-c1ccccc1
  10%	1%	11%
CC(C)CN(CCCNC(=O)CN1C(=O)COc2ccc(S(=O)(=O)N3CCCCCC3)cc21)CC(C)C
  0%	2%&1%	7%&1%
CC(C)Oc1ccc(Cc2n[nH]c(=S)n2Cc2ccccc2)cc1Cl
  5%	5%	-14%
CCOc1ccc(N(CC(=O)Nc2ccccc2)S(C)(=O)=O)cc1
  -11%	5%	0%
COc1cc(C(=O)NC(=S)Nc2ccc(Cc3ccncc3)cc2)cc(OC)c1OC
  -4%	x	10%
Cc1c(C)c2ccc(OCC(=O)Nc3ccc(CN4CCOCC4)cc3)cc2oc1=O
  2%	3%	14%

Further compounds follow:
Results follow in this order: N370S GC mod	TDP1 inh	FEN1 inhibitor
O=C(COC(=O)CCC(=O)c1ccc(F)cc1)Nc1ccccc1
  -2%	3%	11%
CCc1ccc2[nH]c(=O)c(CN(Cc3ccco3)Cc3nnnn3Cc3ccco3)cc2c1
  x	7%	-21%
O=C(NCc1ccc(F)cc1)c1ccncc1
  -7%	x	-3%
N#CC1=C(N)C(C#N)(C#N)[C@H](c2ccoc2)[C@H]2CN(Cc3ccccc3)CC=C12
  -4%	12%	-18%
O=C(Nc1ccc(-c2ccccc2)cc1)c1ccccc1
  3%	x	-20%
CC(C)c1ccc(/C=N/NC(=O)c2cccc(Cl)c2)cc1
  u	5%	-12%
Cn1c(N)c(C(=O)CSc2nn(-c3ccccc3)c(=S)s2)c(=O)n(C)c1=O
  -3%	-11%	8%
CCc1ccc(CNC(=O)c2ccc3c(c2)nc2n3CCC(C)C2)cc1 (configuration not stated)
  x	5%	8%
COc1ccc(NS(=O)(=O)c2cccc(-c3nnc(-c4ccccc4)o3)c2)cc1
  -11%	8%	-16%
O=C(Nn1c(C2CC2)nc2ccccc2c1=O)c1ccco1
  1%	1%	5%
Cc1ccc(OCC(=O)Nc2ccc(S(=O)(=O)Nc3ncccn3)cc2)c(C(C)(C)C)c1
  x	-3%[12.3 µM]	-22%
COc1ccc(C2/C=C\CN(S(=O)(=O)/C=C/c3ccccc3)CC(=O)N2Cc2ccc(F)cc2)cc1 (configuration not stated)
  -1%&-9%	9%&1%	8%&-18%
Cc1sc2ncnc(NCC3(N4CCOCC4)CCCCC3)c2c1C
  9%	0%	4%
CCN(CC(=O)Nc1c(F)cccc1F)C(=O)CCCOc1ccc(OC)cc1
  2%	6%	3%
Cn1cc(S(=O)(=O)CC(=O)N2CCc3ccccc32)c2ccccc21
  14%	-4%	5%
C[C@@H](C(=O)N[C@@H](CO)Cc1ccccc1)[C@@H]1C[C@@]1(C)[C@@H](NC(=O)OCc1ccccc1)c1ccccc1
  -21%	5%	x
CCc1ccc(NC(=O)CSc2nc3c(c(=O)[nH]2)CN(Cc2ccc4c(c2)OCO4)CC3)cc1
  x	3%	-8%
Cc1ccc(N2CCOCC2)c2c1C(=O)c1ccccc1C2=O
  19%	3%	u
Cc1nn(-c2ccccc2)c(-n2cccc2)c1C(=O)N1CCN(c2ccccc2)CC1
  x	0%	-8%
CC(NC(=O)OC1CCCCC1)N1C(=O)C2C3C=CC(C3)C2C1=O (configuration not stated)
  14%	8%	-3%
CCN(CC)S(=O)(=O)c1ccc(N2CCCC2)c(NC(=O)C2CSC3(C)CCC(=O)N23)c1 (configuration not stated)
  0%	x	8%
Cc1ccc(NC(=O)Cc2ccc(Cl)c(Cl)c2)cc1S(=O)(=O)N(C)C
  12%	3%	-10%
CCN(c1ccccc1)S(=O)(=O)c1cc2c3c(c1)C(C)C(=O)N3CCC2 (configuration not stated)
  -2%	1%	16%
N#C/C(=C/c1ccc(N2CCOCC2)o1)C(=O)NC1CCCCC1
  u	12%	15%
CC[C@H](C)C(=O)O[C@H]1C[C@H](O)C=C2C=C[C@H](C)[C@H](CC[C@@H](O)C[C@@H](O)CC(=O)O)[C@H]21
  -5%	5%	x
O=C(O)CCCn1c(O)c(C=C2N=c3ccccc3=N2)sc1=S
  10%	x	-10%
S=C(NCCN1CCOCC1)NC1CCCCC1
  -2%	x	-2%
O=C(NCc1cccc(Cl)c1)C1CCN(S(=O)(=O)c2ccc(F)cc2)CC1
  5%	6%	-1%
CCn1nc(C)c(CNC(=O)CC2C(=O)NCCN2Cc2ccc(C)o2)c1C (configuration not stated)
  -2%	5%	7%
COc1ccc(OCCC(=O)OCC(=O)NCCc2ccccc2)cc1
  -3%	-1%	8%

The results go on.
Results follow in this order: N370S GC mod	TDP1 inh	FEN1 inhibitor
CC1(C)CC(NC(=S)NC2CC2)CC(C)(C)N1
  -9%	x	0%
COc1ccc(CN(C)C(=S)Nc2ccc(Cl)cc2)cc1
  -7%	0%	4%
Cc1[nH]nc2c1C(c1ccccc1)C1=C(CC(C)(C)CC1=O)N2 (configuration not stated)
  15%	3%	-7%
COc1cc(COCC(O)CN2CCN(CCN3C(=O)c4cccc5cccc(c45)C3=O)CC2)cc(OC)c1OC (configuration not stated)
  16%	5%	u
O=C(NNC(=O)c1cc(-c2ccco2)nc2ccccc12)c1ccccc1
  0%	1%	5%
Cc1nc(/N=C(\N)Nc2ccccc2)nc2ccccc12
  6%	0%	x
CCC1Sc2ccc(S(=O)(=O)CCC(=O)Nc3ccc(C(=O)OC)cc3)cc2NC1=O (configuration not stated)
  u	x	-16%
COCCCn1c(=NC(=O)c2ccncc2)c(C#N)cc2c(=O)n3cccc(C)c3nc21
  u	5%	-8%

No enrichment for hits; about 0.57% have a hit in one of these screens.
